FXN GAA850 act: activators of GAA850 frataxin (FXN) promoter. 360,000 tested, 0.56% active. HEK293 lucGAA850 FXN promoter luciferase reporter, 24 h; percent of 10 µM SAHA response. activation, % at 6 µM;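 active = activation above the average of all compounds screened plus 3 SD, cutoff fixed separately per campaign, cut at about 7.5% in these data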;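 also: 0% = DMSO wells and 100% = 10 µM SAHA wells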
hgDAF-12 ag: agonists of H. glycines DAF-12 nuclear receptor | HEK293 GAL4-hgDAF12 UAS-luciferase reporter, agonist luminescence; normalized to butyrate control | activation, % at 6.8 µM | 370,000 tested, 1.8% active;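 active = activation above a cutoff set at the mean of all screened compounds plus 3 SD, cut at about 10% in these data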;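 also: 0% = DMSO wells and 100% = sodium butyrate wells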
DAX1 inh-1: DAX1 (NR0B1) inhibition, primary screen; HEK293T StAR-luciferase reporter, SF-1/DAX-1 repression relief; inhibition, % at 6.8 µM; 370,000 tested, 1.1% active; AID 652010;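 active = inhibition above the mean over all tested compounds plus 3 SD, cut at about 3.6% in these data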;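 also: 0% = DAX-1 cells with DMSO and 100% = cells lacking DAX-1 with DMSO; higher inhibition means more luminescence from relief of DAX-1 repression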
ADAM17 inh: inhibits human ADAM17; AID 720648; recombinant ADAM17, EDANS/DABCYL FRET peptide cleavage; inhibition, % at 6.95 µM; 370,000 tested, 0.83% active;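 active = inhibition above the mean of compounds lying between control limits plus 3 SD, set per campaign, cut at about 8.5% in these data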;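 also: 0% = DMSO-only wells as the low control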
ADAM10 inh: inhibits human ADAM10; O14672; recombinant ADAM10, EDANS/DABCYL FRET peptide cleavage, 3 h; inhibition, % at 7 µM; 370,000 tested, 0.62% active; AID 720582;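 active = inhibition above a per-campaign cutoff equal to the mean of compounds falling between control-based bounds plus 3 SD, cut at about 20% in these data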;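 also: 0% = DMSO wells while the 100% control is not disclosed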
PLCb3 inh: blocks human PLC-beta3 enzyme activity; 370,000 tested, 0.18% active; inhibition, % at 12.2 µM; Purified PLC-beta3, fluorogenic substrate, fluorescence; Q01970; in the data active = inhibition above about 11%;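 also: 0% = median of compound wells on plate and 100% = full blocker control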
HGIII-sPLA2 inh: Inhibits HGIII-sPLA2 liposome hydrolysis, primary screen; Q9NZ20; 370,000 tested, 0.56% active; QFRET BODIPY PC-A2 liposome hydrolysis, fluorescence; inhibition, % at 12.2 µM;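 active = inhibition above mean plus 3 SD of compounds lying within the high and low control bounds, cut at about 19% in these data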;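 also: 0% = median of test compound wells and 100% = no enzyme DMSO wells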
Target sequence (Q9NZ20 whole entry, looked up): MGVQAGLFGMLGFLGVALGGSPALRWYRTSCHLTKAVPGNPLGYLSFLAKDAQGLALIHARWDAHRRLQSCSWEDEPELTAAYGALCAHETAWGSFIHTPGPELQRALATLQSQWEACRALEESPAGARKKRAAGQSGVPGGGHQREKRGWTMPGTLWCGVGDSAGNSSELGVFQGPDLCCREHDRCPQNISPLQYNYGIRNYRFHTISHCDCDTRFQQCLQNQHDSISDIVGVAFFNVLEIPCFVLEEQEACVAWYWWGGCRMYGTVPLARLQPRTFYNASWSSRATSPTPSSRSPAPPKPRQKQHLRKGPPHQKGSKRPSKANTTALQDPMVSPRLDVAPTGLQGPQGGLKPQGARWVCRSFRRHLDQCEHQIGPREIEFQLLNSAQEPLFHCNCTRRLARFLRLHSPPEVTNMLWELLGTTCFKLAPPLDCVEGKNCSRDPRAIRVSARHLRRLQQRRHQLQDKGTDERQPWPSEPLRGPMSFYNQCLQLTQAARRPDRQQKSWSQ
ssDAF12 agonist: activators of S. stercoralis DAF-12 nuclear receptor; 370,000 tested, 1% active; activation, % at 6.8 µM; HEK293 ssDAF-12/GRIP1 lit1-tk-luc reporter, luminescence; % of 3 µM dafachronic acid response;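 active = activation above the mean over all tested compounds plus 3 SD, cut at about 0.9% in these data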;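 also: 0% = DMSO-only wells and 100% = 3 µM delta7-dafachronic acid wells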
hcDAF12 agonist: activates DAF-12 receptor from parasite H. contortus. activation, % at 6.8 µM. HEK293 hcDAF-12 lit1-tk-luc reporter, luminescence; 0% DMSO, 100% Δ7-dafachronic acid. 370,000 tested, 1.4% active. AID 652067;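 active = activation above the mean of all tested compounds plus 3 SD, cut at about 5.5% in these data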;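 also: 100% = response to 3 µM Δ7-dafachronic acid high control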
PLCg1 inh: PLC-gamma1 (human) inhibition, primary screen | P19174 | purified PLC-gamma1, fluorogenic substrate, fluorescence | AID 720700 | inhibition, % at 12.2 µM | 370,000 tested, 0.84% active; in the data active = inhibition above about 9.5%
DAX1 inh-2: inhibits human nuclear receptor DAX1. P51843. HEK293 Gal4-DAX1 luciferase reporter, luminescence. inhibition, % at 6.75 µM. 340,000 tested, 0.99% active. AID 504766;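 active = inhibition above the mean over all tested compounds plus 3 SD, cut at about 4.2% in these data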;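 also: 0% = DAX1-transfected cells with DMSO and 100% = empty-vector control cells with DMSO; inhibition shows as a rise in luminescence from relieved DAX1 repression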
Target sequence (P51843 207-470 limits assumed): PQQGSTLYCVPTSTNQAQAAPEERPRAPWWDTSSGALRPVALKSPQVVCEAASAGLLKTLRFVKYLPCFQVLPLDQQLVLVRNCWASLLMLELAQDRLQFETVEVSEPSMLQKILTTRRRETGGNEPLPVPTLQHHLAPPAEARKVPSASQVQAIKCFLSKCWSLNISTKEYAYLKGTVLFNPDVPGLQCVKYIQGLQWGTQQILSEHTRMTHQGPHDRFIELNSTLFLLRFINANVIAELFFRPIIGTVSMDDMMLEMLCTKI
The depositor's hits bear a star; i = inactive; . = no result given.

Under each structure: FXN GAA850 act, hgDAF-12 ag, DAX1 inh-1, ADAM17 inh, ADAM10 inh, PLCb3 inh, HGIII-sPLA2 inh, ssDAF12 agonist, hcDAF12 agonist, PLCg1 inh, DAX1 inh-2
- COc1cc(NC(=O)N[C@@H](CCSC)C(=O)O)cc(OC)c1
  -0.5, 2.0, 0.7, -1, -4, -6, -4, -1.0, -1.2, 1, 0.2
- COc1cccc(CNc2ccc(S(=O)(=O)N3CCN(C)CC3)cn2)c1
  0.6, -2.3, -0.8, -4, -15, -4, 9, -1.4, -1.4, 0, 0.5
- CCOCc1c(C(=O)NC2=Nc3ccccc3NC(CC)=C2C(=O)OCC)oc2ccccc12
  -8.1, -2.7, -4.5, 4, 1, -8, -7, -2.3, -2.0, 1, -4.2
- COc1ccc(CCNC(=O)c2[nH]c(C)c(C(C)=O)c2C)cc1OC
  -0.6, -1.8, 1.3, -1, 3, 3, 1, -1.2, -1.9, 0, 1.6
- CC1CCC2(CCC(=O)N2CCCOC(=O)NC(C)(C)C)CC1 (stereo unspecified)
  ., -3.9, -0.6, -4, -11, -3, 18, -0.7, -1.9, 2, .
- C#CC1c2ccccc2CCN1CC=C (stereo unspecified)
  ., -2.1, -1.6, -3, -1, 1, 1, -0.7, -1.9, 1, .
- COc1ccc(CCC(=O)Nc2nnc(C(F)(F)F)s2)cc1
  0.7, -0.1, 0.7, 1, 4, -9, -11, -0.8, -0.6, -5, 0.4
- CCOC(=O)C1CCN(CC(=O)c2ccc(O)c(C)c2O)CC1
  2.4, -0.9, 0.4, -35, -148, -94, 5, -0.8, 1.5, -59, 0.6
- CC(CCN(C)C)OC(=O)c1ccc(C(C)c2ccccc2)o1 (stereo unspecified)
  -0.4, 2.9, 0.9, 1, -6, -1, -21, -0.8, 1.6, 0, -0.3
- O=C(NC1CCCCCC1)C(=O)NC1CCCC1
  3.7, 2.6, 0.0, 0, 5, 2, 9, -1.2, 2.0, -2, 0.6
- CC(NC(=O)c1ccc(Cl)c(S(=O)(=O)N2CCCCCC2)c1)c1cccnc1 (stereo unspecified)
  1.2, -2.8, -0.8, -1, 1, -3, 7, -1.0, -1.7, 4, -0.8
- CC(=O)NC1=NN(C(C)=O)C(C)(CCS(=O)(=O)c2ccc(Br)cc2)S1 (stereo unspecified)
  1.6, -0.9, 0.1, 2, -2, 1, 4, -1.1, -1.9, -2, -0.6
- NC(=O)C1CCN(c2nc(-c3ccccc3Br)cs2)CC1
  ., 2.7, 0.3, 2, 0, 5, 7, -0.7, 1.5, 4, .
- CC(=O)N1CCN(Cc2nc3cc([N+](=O)[O-])ccc3n2C)CC1
  -0.3, 0.0, -0.1, -6, -1, 5, -1, -1.1, -1.9, 4, -0.6
- O=C(NCc1cccc(F)c1)C1CCC(=O)N(C2CCCC2)C1 (stereo unspecified)
  -0.8, -1.2, -1.0, 1, -2, 10, 10, -1.0, -2.0, 3, 0.1
- COc1ccc(-c2nnc(SCC(=O)Nc3ncc(C(F)(F)F)cc3Cl)n2CC(C)C)cc1
  -0.2, 1.8, -1.1, -6, -10, 3, -11, -1.5, 2.2, -4, -1.1
- Cc1ccc(S(=O)(=O)N(Cc2ccccc2)C(C)C)cc1
  0.4, -2.8, -0.5, -1, 1, 1, -2, -0.7, -2.1, 0, -0.6
- COc1ccc(C(=O)N(C)C2CCCc3ccccc32)cc1OC1CCN(C(C)C)CC1 (stereo unspecified)
  -0.3, 2.3, 0.4, 2, 5, -6, -7, 0.2, 0.1, 2, 0.2
- O=C(c1ccco1)N1CCN(c2nnc(-c3ccccc3)c3ccccc23)CC1
  -1.2, -1.5, -0.5, 4, 4, 4, 2, -1.4, -3.1, 2, -1.6
- O=C(c1ccc(Cl)c(S(=O)(=O)N2CCOCC2)c1)N1CCN(c2ccccc2F)CC1
  3.4, -0.8, -2.7, 0, -1, -1, 3, -1.3, -0.3, -2, 0.4
- CCN(C(=O)Cc1cccs1)c1nnc(-c2cccnc2)s1
  3.5, 2.8, -0.2, -1, -4, -34, -24, -0.7, -1.1, 3, 1.3
- Cc1ccccc1N1CCN(C2CCCN(C(=O)CCC3(C)CC3)C2)CC1 (stereo unspecified)
  -0.2, -0.3, -0.6, 0, 2, 0, -6, -1.2, 0.9, 5, -0.9
- Cc1ccccc1NC(=O)Cc1nc(COC(=O)/C=C/c2ccc(F)cc2)cs1
  0.4, 1.2, -0.4, -1, 7, -4, -48, -1.3, 0.7, 1, -0.7
- N#Cc1nc(N2CCCCC2)nc(N2CCOCC2)n1
  -0.6, 1.6, -0.7, -1, 5, -1, -1, -2.5, -3.3, -2, -1.8
- Cc1ccc(N=C2NC(=O)/C(=C\c3cccs3)S2)cc1C
  1.9, 0.9, 0.7, -2, -3, -2, -10, -1.1, -1.4, 0, -0.1
- COC(=O)c1ccc(CN2C(=O)NC3(CCC(C)CC3)C2=O)cc1 (stereo unspecified)
  6.4, 5.2, 2.8, -2, -4, -5, -2, -1.2, 0.8, 2, 1.4
- C/C(=N\NC(=O)C(c1ccccc1)c1ccccc1)c1ccccn1
  9.6*, -7.1, -3.2, 3, 3, 0, -13, -1.7, -4.6, 0, -0.1
- CCC(C)NC(=O)CSC1=Nc2ccccc2C2=NC(CC(=O)NCc3ccc(F)cc3)C(=O)N12 (stereo unspecified)
  3.8, 1.2, 0.2, -87, -490, -26, -2, -1.1, -0.5, -17, -1.1
- Cc1ccc(-c2ccc(S(=O)(=O)NCc3ccco3)cc2)cc1
  -0.1, -1.4, 1.0, 5, -3, -1, 6, -1.9, 0.1, 0, 0.3
- Nc1c(-c2ccccc2)cnn1-c1cccc([N+](=O)[O-])c1
  3.7, 7.0, 1.1, 0, 0, 5, -1, -1.7, -0.8, 4, 0.6

An excerpt from above, showing only ADAM10 inh.
| compound | ADAM10 inh |
| --- | --- |
| CC1CCC2(CCC(=O)N2CCCOC(=O)NC(C)(C)C)CC1 (stereo unspecified) | -11 |
| O=C(c1ccco1)N1CCN(c2nnc(-c3ccccc3)c3ccccc23)CC1 | 4 |

Next results:
Under each structure: FXN GAA850 act, hgDAF-12 ag, DAX1 inh-1, ADAM17 inh, ADAM10 inh, PLCb3 inh, HGIII-sPLA2 inh, ssDAF12 agonist, hcDAF12 agonist, PLCg1 inh, DAX1 inh-2
- c1ccc2nc3c(nc2c1)OCC1CCCCN31 (stereo unspecified)
  2.4, 7.6, 1.3, i, i, -344, 3, 0.8, 6.2*, -261, 3.7
- COc1cc(C2/C(=C(\O)c3ccc4c(c3)OCCO4)C(=O)C(=O)N2c2nnc(C)s2)cc(OC)c1OC (stereo unspecified)
  1.1, 2.7, 1.2, 0, -61, -12, -5, -1.1, -1.1, -7, -0.1
- O=C(CN1C(=O)NC(Cc2c[nH]c3ccccc23)C1=O)Nc1ccc(F)c(F)c1F (stereo unspecified)
  0.8, -2.4, 0.3, 2, 6, -3, -108, -1.3, 1.5, 3, 0.8
- COc1cccc(N=Cc2c(O)n(-c3cccc(C)n3)c(=O)c3ccccc23)c1
  -4.4, -3.0, -1.0, -96, -290, -262, 11, -1.8, -2.0, -159, -1.4
- COc1ccc([C@@H]2[C@@H]3C(=O)N(C(C)(C)C)C(=O)[C@@H]3[C@]3(C)C(=O)N(c4cccc(Cl)c4)C(=O)N23)cc1
  3.5, 2.0, -0.5, 1, 12, 3, -39, -1.5, -0.9, -1, -0.6
- CN1CCN(C(=S)Nc2cccc(S(=O)(=O)N(C)C)c2)CC1
  2.7, 7.0, -0.7, 2, -6, 2, -5, -0.9, -1.5, 0, 0.8
- Cc1cc(Cl)c(Cl)cc1S(=O)(=O)NCCCn1ccnc1
  1.3, -2.8, -0.1, -2, 2, 1, -13, -0.8, -0.7, 0, -1.2
- O=C(COC(=O)Cc1ccc(S(=O)(=O)N2CCOCC2)s1)Nc1ccc(OC(F)F)cc1
  -1.0, 1.2, 0.7, 1, -1, -13, -45, -2.2, -0.8, -7, 0.4
- CCSCc1nnc(SCC(=O)c2ccc(OC)cc2)n1C
  -0.6, -0.5, 0.2, 1, 7, 4, -6, -0.9, -1.6, 2, -1.1
- COc1cccc(NC(=O)NC(C)C2CC3CCC2C3)c1 (stereo unspecified)
  2.2, 2.7, -0.2, 1, 1, 9, 9, -1.3, -1.0, 3, 0.6
- O=C(NC1CCCCN(Cc2ccc(OC(F)(F)F)cc2)C1=O)c1ccc(F)c(F)c1 (stereo unspecified)
  ., 3.0, -0.2, 0, 1, -1, 1, -1.0, -0.3, 1, .
- Cc1cc(C)c(NS(=O)(=O)c2cccc3cccnc23)c(C)c1
  -0.6, -3.9, 0.1, 5, 0, 1, 2, -1.8, -1.3, 7, -0.4
- CCOc1ccc(Oc2ccccc2NC(=O)CSCC(=O)Nc2cc(C)on2)cc1
  -2.9, -6.3, -7.8, 1, 4, 1, -8, -2.1, -4.5, 1, -3.7
- CN(C)c1ccc(C(=O)Nc2ccc(S(=O)(=O)Nc3nccs3)cc2)cc1
  2.5, -3.5, 1.4, -12, -64, -88, -26, -1.0, -1.5, -55, 0.5
- COc1ccc(CNC(=O)Cn2nc([N+](=O)[O-])cc2C)cc1
  0.3, -1.6, -0.2, -1, -7, -1, 1, -1.1, -2.7, -2, -0.7
- Cn1c(=O)c2ccccc2n(CC(=O)NCCC2=CCCCC2)c1=O
  -1.7, -1.1, -0.2, -2, 3, -5, 0, -1.1, 1.8, -4, -0.4
- CCN(CC(=O)Nc1ccccc1OC)C(=O)CN1C(=O)NC(C)(c2ccc(C)cc2)C1=O (stereo unspecified)
  1.1, -1.4, -0.5, 0, 2, -6, -5, -1.6, -1.6, 1, -0.3
- CC(=O)Nc1nc2ccc(-c3nc4ccccc4o3)cc2s1
  2.0, 8.6, 1.7, -192, i, -139, -11, 0.2, 0.5, -93, 0.6

Assay outcomes deposited in PubChem BioAssay by The Scripps Research Institute Molecular Screening Center.
